JNK3 inh = inhibitors of human JNK3 kinase; P53779; purified JNK3 kinase activity, HTS; inhibition, % at 8 µM; hit rate 0.61% among 60,000; AID 746; in the data active = inhibition above about 17%;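 also: 0% = DMSO and 100% = reference inhibitor; many of its hits are not listed in these tables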
CatS inh = inhibitors of human cathepsin S. P25774. recombinant cathepsin S, AMC dipeptide fluorescence, pooled mixtures. inhibition, %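 (tested at 5 µM per compound within 10-compound mixtures)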. hit rate 0.06% among 62,000; in the data active = inhibition above about 32%, passing the limit was not always enough;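 also: 0% = enzyme without compound and 100% = blank without enzyme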
Target sequence (P25774 115-331 limits assumed): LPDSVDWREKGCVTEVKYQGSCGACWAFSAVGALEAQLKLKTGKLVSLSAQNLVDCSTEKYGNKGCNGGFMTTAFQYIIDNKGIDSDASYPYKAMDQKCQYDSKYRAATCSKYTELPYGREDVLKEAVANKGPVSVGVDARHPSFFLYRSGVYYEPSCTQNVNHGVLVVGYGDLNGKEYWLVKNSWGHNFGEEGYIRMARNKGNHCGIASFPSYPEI
PKA inh = PKA (human) kinase inhibition; hit rate 0.1% among 65,000; PKA Kemptide phosphorylation, Kinase-Glo ATP luminescence; inhibition, % at 6 µM; AID 524; P17612;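 active = inhibition above the screen-wide mean inhibition plus 3 SD, cut at about 21% in these data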; also: many of its hits are not listed in these tables
CatB inh = blocks human cathepsin B protease activity; purified cathepsin B, fluorogenic substrate, fluorescence; P07858; inhibition, %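 (tested at 10 µM)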; AID 453; hit rate 0.1% among 63,000; in the data active = inhibition above about 21%;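 also: 0% = enzyme with no compound and 100% = no enzyme blank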
RORA act = activators of human nuclear receptor RORA. P35398. CHO-K1 Gal4-RORA LBD luciferase reporter, luminescence; percent increase over mock-subtracted basal signal. activation, % at 10 µM. hit rate 1.5% among 65,000;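 active = activation above the mean of all tested compounds plus 3 SD, cut at about 49% in these data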;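 also: 0% = DMSO-treated RORA cells and 100% = added signal equal to DMSO minus mock-transfected cells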
Target sequence (P35398 whole entry, looked up, the tested form may be a part): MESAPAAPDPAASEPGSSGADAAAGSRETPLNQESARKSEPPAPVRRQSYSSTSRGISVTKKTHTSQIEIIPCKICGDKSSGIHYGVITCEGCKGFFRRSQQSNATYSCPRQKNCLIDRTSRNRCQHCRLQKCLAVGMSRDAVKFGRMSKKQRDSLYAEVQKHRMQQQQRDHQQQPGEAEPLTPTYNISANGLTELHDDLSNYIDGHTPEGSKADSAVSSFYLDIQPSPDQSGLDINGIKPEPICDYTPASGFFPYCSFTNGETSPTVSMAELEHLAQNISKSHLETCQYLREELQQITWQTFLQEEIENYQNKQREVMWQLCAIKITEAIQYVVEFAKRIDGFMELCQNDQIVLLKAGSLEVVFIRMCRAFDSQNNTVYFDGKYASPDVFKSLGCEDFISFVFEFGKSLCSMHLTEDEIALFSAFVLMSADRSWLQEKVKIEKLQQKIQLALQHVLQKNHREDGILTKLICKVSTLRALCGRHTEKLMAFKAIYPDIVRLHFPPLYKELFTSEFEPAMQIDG
CatB mix inh = human cathepsin B inhibition by mixtures. P07858. AID 488. inhibition, %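 (ten-compound pools at 5 µM per compound and 50 µM total)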. Purified cathepsin B, AMC dipeptide fluorescence, compound mixtures. hit rate 0.06% among 62,000; in the data active = inhibition above about 22%, passing the limit was not always enough;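 also: 0% = enzyme without compound and 100% = no enzyme blank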
E coli RNAP = inhibitors of Escherichia coli RNA polymerase; E. coli RNA polymerase, fluorescence transcription assay; inhibition, %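 (tested at 10 µM)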; hit rate 0.2% among 62,000; AID 559; in the data active = inhibition above about 20%;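 also: 0% = enzyme without compound and 100% = no enzyme blank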
ROCK2 inh = blocks human Rho kinase 2 activity; purified ROCK2, Kinase-Glo ATP depletion luminescence; inhibition, % at 6 µM; hit rate 0.35% among 60,000; AID 604;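 active = inhibition above the screen-wide mean inhibition plus 3 SD, cut at about 18% in these data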;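 also: plate controls were DMSO wells for no effect and Y-27632 control wells after no-enzyme background subtraction for full effect; many of its hits are not listed in these tables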
AP ELISA ortho = alternative pathway complement inhibition, orthogonal assay; inhibition, % at 5 µM; AID 1235; Human serum alternative complement pathway, LPS-coated ELISA, C3 deposition; tested in compound mixtures; hit rate 0.08% among 62,000;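 active = inhibition above 30% in each of the two pooled mixtures holding the compound, so the lower value exceeds 30%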;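 also: 0% = serum in Mg-EGTA without compound and 100% = EDTA serum blank; some compounds past the cut are filed as inactive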
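Test system: human serum complement alternative pathway, C3 deposition onto LPS / Medium: Mg2+-EGTA GVB++ buffer containing human serum at 1:15 dilution / Probe or stimulus: Plate-bound LPS / Times: 1 h at 37 °C / Signal: ELISA with HRP anti-human C3 antibody, TMB substrate, absorbance 450 nm / Measure: percent inhibition / Repeats: two pool placements per compound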
An asterisk follows results filed as active; / = no result given.

SMILES	JNK3 inh	CatS inh	PKA inh	CatB inh	RORA act	CatB mix inh	E coli RNAP	ROCK2 inh	AP ELISA ortho
O/N=C1/CCc2cccc3cccc1c23	2	1	14	2	-8	0	9	10	-3
C=CCOC(=O)CCCC(=O)NC1CCCCC1	/	5	/	2	/	3	4	/	24
CN1CCN(C(=O)c2cccc(S(=O)(=O)N3CCCCC3)c2)CC1	3	12	1	3	-5	1	5	0	7
Cc1cccn2c(=O)c(C=Nc3ccc(Cl)cc3)c(NCCO)nc12	1	/	-3	/	23	/	/	-1	/
Oc1ccc(-c2onc(C(F)(F)F)c2-c2cscn2)c(O)c1	1	-11	-3	0	-9	1	3	0	13
COc1c(Br)cc2c(C)c(C(=O)O)oc2c1Br	-3	-4	6	1	-7	-9	6	5	2
COc1ccc2c(c1OC)C(=O)N1c3ccccc3COC21 (stereo not given)	-1	12	4	5	82*	6	6	-1	4
C=C1c2ccc(C)cc2NC(=O)N1c1ccccc1	/	-1	0	14	-6	-1	3	/	11
O=C(Nc1nccs1)c1ccc(S(=O)(=O)NCC2CCCCC2)cc1	8	10	2	2	-17	5	7	1	0
Cc1c(C(=O)O)sc2ncnc(N3CCCCC3C)c12 (stereo not given)	3	4	8	4	-4	1	9	11	-2
Cc1ccc(NC(=O)CSc2nnc(-c3ccccc3Br)o2)cc1C	-2	0	5	1	-11	4	0	1	24
COC(=O)CSc1nnc(CNC(=O)c2cccs2)n1-c1cc(OC)ccc1OC	1	13	4	3	-12	0	7	4	-2
CCn1c2ccccc2c2cc(NC(=O)CCCN3C(=O)CCC3=O)ccc21	-12	-3	10	-1	-12	0	2	2	-3
Cc1cc(NC(=O)CCN2C(=O)C3C4C=CC(C4)C3C2=O)c2ccccc2n1 (stereo not given)	-4	-6	16	4	4	-2	1	4	5
COC(=O)c1ccc(OCC(=O)Nc2nn(-c3ccccc3)nc2C(N)=O)cc1	3	14	9	4	26	2	7	4	1
CC(C)(C)c1cccc(/C=N/O)c1O	0	/	0	6	2	/	6	3	/
Cn1c(=O)[nH]c(=O)c2c1nc(N1CCCCC1)n2CC(O)CN1CCCCC1 (stereo not given)	6	15	-2	7	-19	6	10	2	6
O=C(c1ccc(CNS(=O)(=O)c2ccccc2)cc1)N1CCN(c2ccccn2)CC1	-7	9	8	4	1	-4	5	5	-1
COc1ccccc1-n1c(CNC(=O)c2ccco2)nnc1SCC(=O)Nc1ccc(F)cc1	2	-5	1	-4	5	4	-1	0	20
Cc1ccccc1NS(=O)(=O)c1ccc(F)cc1	-7	-2	8	0	4	-1	-1	5	22
Cc1ccccc1C(NC(N)=O)c1ccccc1 (stereo not given)	-1	-13	-2	1	-22	2	1	3	11
Cc1ccc(-n2c(SCC(=O)Nc3nccs3)nc3c(c2=O)SCC3)cc1	/	13	2	-3	1	3	5	/	0
COc1cc(C(=O)NCCc2cn3ccccc3n2)cc(OC)c1OC	-5	-1	2	-3	-13	-5	4	7	-3
CCOC(=O)N1CCC(NC(=O)C2CCCN(S(C)(=O)=O)C2)CC1 (stereo not given)	-6	1	6	2	-16	2	2	5	4
CCCCC(=O)Nc1ccc(NC(=O)CC)cc1OC	6	3	-8	-1	-18	-6	/	-1	3
O=C(CCC(=O)CCN1CCCCC1)CCN1CCCCC1	3	/	0	2	-16	/	/	-10	/
COC(=O)C1=CNC=C(C(=O)OC)C1c1ccc(C(=O)OC)cc1	9	-15	-1	-8	-23	0	-5	0	15
CCC(C)[C@H](NC(=O)Nc1ccc2c(c1)OCCO2)C(=O)O (stereo not given in full)	-9	-7	-3	-3	-3	-7	/	-5	16
COc1ccc(-n2ccsc2=S)cc1	4	5	11	3	-4	-2	7	8	2
O=c1c2ccccc2nc2n1CCS2	1	5	12	0	-13	-3	1	10	8
O=C(COC(=O)c1cnccn1)Nc1ccc(Cl)cc1	-4	-2	3	0	-10	-3	2	1	11
CCOC(=O)N1CCN(S(=O)(=O)c2cccc3nonc23)CC1	/	-9	10	2	12	0	-1	/	7
COc1cc(NC(=O)C2CCCN2C(=O)OCc2ccccc2)cc(OC)c1 (stereo not given)	-5	/	4	/	-10	/	/	7	/
CCCN1C(=O)C2C(C(=O)Nc3cccc(OC)c3)C3C=CC2(O3)C1C(=O)NC1CCCCC1 (stereo not given)	0	20	14	5	14	0	5	5	4
COc1ccc2c(c1)N(C)C(=O)CC(c1ccccc1)=N2	0	10	7	2	2	1	4	7	24
COCCn1cc(C(=O)c2ccccc2OCC(=O)Nc2cc(C)on2)cc(C#N)c1=O	/	-25	7	4	-5	-4	2	/	9
CCn1cc(C2=NCC(C)O2)c2ccccc21 (stereo not given)	/	7	8	1	-15	6	4	/	0
O=C(Nc1cccc(Oc2c(F)c(F)c(F)c(F)c2F)c1)N1C[C@@H]2C[C@@H](C1)c1cccc(=O)n1C2	-1	-3	5	-1	5	7	1	2	8
Cc1cccc(N2CCN(C(=O)C3CCN(S(=O)(=O)c4cnc[nH]4)CC3)CC2)c1C	2	-2	10	45*	-11	-1	4	4	-5
O=C1CC(c2ccco2)c2ccc3ccccc3c2N1 (stereo not given)	-5	/	12	/	-8	/	/	18	/
Cc1ccc(S(=O)(=O)N2CCN(C(=O)CSc3nnc(C)s3)C2)cc1	5	2	10	-5	1	0	8	2	2
Cn1c(=O)oc2cc(S(=O)(=O)Nc3cccc(F)c3)ccc21	-1	-1	11	5	-19	2	7	-5	11
O=C(O)CCn1c(=O)c2ccccc2c2ccccc2c1=O	-4	1	14	4	-8	5	3	6	1
CCN(CC)C(=O)C1CCCN(Cc2ccc(N(C)C)cc2)C1 (stereo not given)	10	-10	10	5	6	5	7	8	12
COc1ccc(C(=O)N2CCN(S(=O)(=O)c3ccccc3)CC2)c(OC)c1	-6	6	12	4	-8	0	10	9	-3
COc1nc(/C(N)=N/O)nc(N2CCCCC2)n1	6	-1	4	-5	4	8	1	0	17
CCn1c(CC(=O)Nc2ccc(C)cc2)nnc1SCC(=O)NCc1ccccc1	2	36	-4	-3	10	0	14	2	9
CCOc1cc(C#N)c(NC(=O)CSc2nnnn2-c2ccc(OC)cc2)cc1OCC	-11	-4	9	-5	-4	0	6	1	17
COC(=O)c1ccccc1NC1OC(=O)c2ccccc21 (stereo not given)	0	14	-4	7	-10	5	4	-1	-40
CCOCCOC(=O)COc1ccc(N2C(=O)c3ccccc3C2=O)cc1	-11	-7	-5	-4	-21	-4	-5	-1	17
CC(=O)Nc1cc(N2C(=O)CCC2=O)ccc1Cl	/	-5	/	-2	/	-3	-3	/	7
CCOC(=O)c1c(NC(=O)CSc2nnc(CNc3ccc(F)cc3)o2)sc(C)c1C	-7	-5	3	2	16	3	6	-2	13
O=C(CSc1nnc(C2CC2)n1Cc1ccccc1)N1CCN(S(=O)(=O)c2ccccc2)CC1	0	-7	8	7	5	0	4	6	3
CC(C)CCC(C(=O)O)C(C)CC(=O)NC1CCCCC1 (stereo not given)	3	-1	7	1	6	0	7	-2	2
Clc1ccc2[nH]c3c(NCC4CCCO4)ncnc3c2c1 (stereo not given)	-2	-6	-12	-2	23	-6	-1	0	1
O=C(CN1C(=O)CSC1=O)N1CCc2ccccc2C1	-1	-3	6	-2	10	4	3	6	3
NC(=O)CSc1nc2scc(-c3ccco3)c2c(=O)n1-c1ccccc1	5	-4	-1	8	-16	3	-1	4	13
O=C(CCN1CCN(c2ccc(F)cc2)CC1)Nc1ccccc1F	-8	-5	2	4	-18	4	5	-4	3
CCOC(=O)N1CCN(C(=O)CSc2nnc(COc3ccccc3)o2)CC1	1	8	8	0	-1	2	-11	5	-16
CC(NC(=O)c1ccc2c(c1)OCCO2)C(=O)O (stereo not given)	0	9	-2	0	-10	-2	6	-5	-7

More compounds follow:
SMILES	JNK3 inh	CatS inh	PKA inh	CatB inh	RORA act	CatB mix inh	E coli RNAP	ROCK2 inh	AP ELISA ortho
COc1ccc(CNc2nc(SCC(=O)NCc3ccco3)nc3ccccc23)cc1	/	0	-4	2	-4	4	4	/	-1
Cc1ccccc1N1C(=O)CC(N2CCC(C(N)=O)CC2)C1=O (stereo not given)	8	3	8	2	-23	4	8	7	8
COc1ccc(S(=O)(=O)NCCc2ccc(F)cc2)cc1	-2	-5	6	-4	-14	4	5	7	12
O=C(CSc1nnc(C2CC2)n1Cc1ccccc1)c1cc2ccccc2o1	-5	-7	7	1	2	4	4	12	12
C=CCn1c(SCC(=O)c2ccc(O)c(O)c2)nnc1-c1ccccc1OC	-10	1	2	2	18	-1	2	5	11
Cc1ccc(Cl)cc1N1CCN(Cc2nnnn2C2CCCCC2)CC1	2	7	3	-4	-22	-3	4	5	0
Cn1c(=NC(=O)c2ccco2)sc2cccc(F)c21	0	7	8	-1	62*	0	2	6	12
Cc1nn(-c2ccccc2)c2sc(-c3n[nH]c(=S)o3)cc12	-4	-6	8	3	21	-6	0	3	-2
CN(C)c1nc(N)nc(N(c2ccccc2)c2ccccc2)n1	-1	-1	5	2	9	-4	-2	-7	-14
COc1cc2c(=O)nc3n(c2cc1OC)C(c1ccccc1)N=C(N)N3 (stereo not given)	4	-8	-7	-3	11	-5	-5	-4	5
CCOc1ccc(CN(Cc2ccco2)C(c2cccs2)c2nnnn2C(C)(C)C)cc1 (stereo not given)	-2	-5	12	1	-25	-2	5	5	-6
COc1ccc(OC)c(N2C(N)=C(C#N)C(c3ccc(OC)c(O)c3)C3=C2CC(C)(C)CC3=O)c1 (stereo not given)	/	-4	-7	5	-21	0	2	/	1
CCOCCCNC(=O)c1ccc2c(c1)ncn2C1CCCC1	-1	21	8	10	12	12	3	6	-20
COc1cc2cc(C(c3nnnn3Cc3ccc(F)cc3)N3CCCCCC3)c(=O)[nH]c2cc1OC (stereo not given)	-10	0	-7	2	9	0	-3	-4	0
O=C(COc1ccc(Br)cc1CO)Nc1ccc(F)cc1	1	-4	7	5	-20	1	-2	4	8
CCOC(=O)C1CCN(S(=O)(=O)c2cccc(-c3csc(C)n3)c2)CC1	1	5	4	-3	-3	9	8	4	4
Cc1ncsc1CCSc1nc2ccccc2c(=O)n1C	9	/	5	/	-11	/	/	11	/
Cc1ccc(NS(=O)(=O)c2ccc3c(c2)oc(=O)n3C)cc1F	7	0	7	1	-5	7	9	6	22
CNC(=O)c1ccc(Oc2ccc(C(=O)NC)cc2)cc1	4	7	6	8	-22	-3	5	4	-2
Cc1cc(S(=O)(=O)Nc2ccccc2C(=O)O)ccc1Cl	1	18	-2	0	-3	0	6	0	4
O=C1NCCCCC1NC1CC(=O)N(c2ccccc2)C1=O (stereo not given)	4	0	5	4	11	6	8	5	7
CCCC(C(=O)NCC1CCCO1)N(Cc1ccco1)C(=O)CNS(=O)(=O)c1ccccc1 (stereo not given)	3	2	8	2	0	-1	5	1	-9

Source: PubChem

Not all compounds are listed; count on the stated rates, not on these rows.
